PP1 inh: PP1-alpha (human) inhibition in PP5 counter-screen | inhibition, % at 6.7 µM | P62136 | AID 2235 | purified PP1alpha, OMFP fluorescence | 320,000 tested, 0.9% active;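 active = inhibition above the mean inhibition of all tested compounds plus 3 SD, computed separately for each screening campaign, cut at about 15% in these data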
Target sequence (P62136 whole entry, looked up): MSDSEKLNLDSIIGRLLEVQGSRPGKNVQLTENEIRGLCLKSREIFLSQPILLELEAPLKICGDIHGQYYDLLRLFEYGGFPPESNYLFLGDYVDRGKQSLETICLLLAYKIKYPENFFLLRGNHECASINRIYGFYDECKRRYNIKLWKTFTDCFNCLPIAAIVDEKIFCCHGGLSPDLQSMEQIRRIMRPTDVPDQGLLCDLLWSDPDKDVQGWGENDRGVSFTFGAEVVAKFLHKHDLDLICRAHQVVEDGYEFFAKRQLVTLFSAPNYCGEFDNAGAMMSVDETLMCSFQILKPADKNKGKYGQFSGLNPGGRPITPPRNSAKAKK
TPT1 inh: blocks Candida albicans tRNA 2'-phosphotransferase. recombinant caTPT1, FP RNA substrate dephosphorylation. inhibition, % at 5 µM. 300,000 tested, 0.81% active. AID 1962;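 active = inhibition above the mean of all tested compounds plus 3 SD, set per screening campaign, cut at about 24% in these data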;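 also: plate controls were DMSO alone for no effect and ferristatin control at 100 nM for full effect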
proCasp3 act: activators of human procaspase-3. P42574. recombinant procaspase-3 D3A, Ac-DEVD-pNA absorbance 405 nm. activation, % at 8.5 µM. 330,000 tested, 0.11% active. AID 463141;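 active = activation above the mean of all tested compounds plus 3 SD, cut at about 21% in these data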;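 also: 0% = DMSO alone and 100% = DMSO wells spiked with extra 5 µM PC-3 D3A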
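Compound: 8.5 µM single point, 0.8% DMSO / Material: Autoprocessing-dead procaspase-3 D3A mutant enzyme / Timing: 1 h preincubation plus 2 h reaction at 25 °C / Medium: Zinc-free HEPES/NaCl buffer with 0.01% Triton X-100 at pH 7.4 / Technique: 405 nm absorbance of p-nitroaniline, reads at 0 and 120 min / Repeats: one well per compound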
PP5 inh: inhibitors of human protein phosphatase 5 (PP5); inhibition, % at 6.7 µM; P53041; 320,000 tested, 0.18% active; purified PP5c, OMFP substrate fluorescence;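 active = inhibition above the campaign's mean inhibition across all tested compounds plus 3 SD, cut at about 9.5% in these data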;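 also: 0% = DMSO only and 100% = 100 µM cantharidin control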
Target sequence (P53041 whole entry, looked up): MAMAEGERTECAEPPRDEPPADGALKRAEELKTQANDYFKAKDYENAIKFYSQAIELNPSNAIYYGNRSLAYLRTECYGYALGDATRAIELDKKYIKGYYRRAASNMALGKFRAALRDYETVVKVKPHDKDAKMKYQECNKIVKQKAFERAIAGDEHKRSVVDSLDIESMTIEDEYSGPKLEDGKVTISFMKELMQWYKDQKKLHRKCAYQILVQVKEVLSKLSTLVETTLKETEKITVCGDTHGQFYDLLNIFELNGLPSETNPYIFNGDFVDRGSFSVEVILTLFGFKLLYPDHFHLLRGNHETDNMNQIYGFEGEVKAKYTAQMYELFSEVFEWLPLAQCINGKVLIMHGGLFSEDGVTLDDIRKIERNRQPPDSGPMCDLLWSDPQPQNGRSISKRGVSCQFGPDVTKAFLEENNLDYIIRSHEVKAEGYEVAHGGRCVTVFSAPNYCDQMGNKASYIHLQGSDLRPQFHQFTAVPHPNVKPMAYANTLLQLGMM
Efflux pump inh: antifungal efflux pump inhibition, Nile Red retention | S. cerevisiae Candida pump triplex | inhibition, % at 10 µM | 330,000 tested, 0.44% active;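 active = plate passing quality check with inhibition over a set limit, or well fluorescence over plate mean plus 4 SD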;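 also: Nile Red retained in pooled yeast measured as flow cytometry median fluorescence; 0% = buffer negative control and 100% = Enniatin B positive control; higher means more Nile Red kept so more efflux inhibition; some compounds called inactive have numbers as strong as hits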
GASC-1 inh: blocks human GASC-1 demethylase activity; Q9H3R0; GST-JMJD2C(1-420) H3K9me3 demethylation, DELFIA europium; inhibition, % at 2.35 µM; 330,000 tested, 0.069% active; AID 2099;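 active = more than half of a compound's replicate wells show inhibition beyond 50%, single wells judged on their own value; inconclusive = some, but no more than half, of replicates pass 50% inhibition; inactive = no replicate passes 50% inhibition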;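 also: signal counts dimethyl H3K9 product captured on neutravidin plate; 0% = median of DMSO wells and 100% = 0.3 times that DMSO median; strong numbers were not always called active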
procasp7 counter: activates human procaspase-7, counter-screen for procaspase-3 activators. 330,000 tested, 0.093% active. P55210. activation, % at 8.5 µM. recombinant procaspase-7, Ac-DEVD-pNA absorbance 405 nm; D23A/D198A/D206A triple mutant, cannot self-cleave; scale: DMSO 0, 5 µM enzyme 100;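 active = percent activation above the screen-wide mean plus 3 SD, cut at about 25% in these data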
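Replicates: singlicate. Assay system: Procaspase-7 triple mutant (PC-7 D3A). Signal: 405 nm absorbance of p-nitroaniline. Times: 1 h preincubation, 2 h reaction. Buffer or medium: Zinc-free HEPES pH 7.4 with 300 mM NaCl, 0.01% Triton X-100. Also added: DEVD-pNA substrate. Benchmarks: DMSO wells as 0%, DMSO with 5 µM added PC-7 as 100%.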
CTSL1 counter: blocks F. hepatica cathepsin L1 in PFM18AAP counter-screen; recombinant F. hepatica cathepsin L1, Z-Leu-Arg-MCA fluorescence; inhibition, % at 5.96 µM; AID 1906; 300,000 tested, 0.49% active;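 active = inhibition above the mean of all tested compounds plus 3 SD, set per screening campaign, cut at about 17% in these data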;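 also: 0% = plate median of test compound wells and 100% = 1 µM Z-Phe-Ala-diazomethylketone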
HCV core dimer: HCV core protein dimerization inhibition; inhibition, % at 5 µM; TR-FRET GST/Flag-core106 dimerization, 1536-well; 300,000 tested, 0.33% active; AID 1899;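 active = inhibition above the mean of all tested compounds plus 3 SD, set per screening campaign, cut at about 45% in these data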
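Material: Tagged HCV core106 pair (GST and Flag) | Amount: GST-core106 13.5 nM, Flag-core106 17 nM | Medium: KF-containing HEPES buffer, pH 7.45, DTT, CHAPS, BSA | Reagent: Eu donor and XL665 acceptor anti-tag antibodies | Schedule: 4 h at 22.5 °C | Technique: Time-resolved FRET, ex 340 nm, em 617 and 671 nm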
The depositor's hits bear a star; ? = inconclusive; . = no result given; & = joins results of further samples.

SMILES	PP1 inh	TPT1 inh	proCasp3 act	PP5 inh	Efflux pump inh	GASC-1 inh	procasp7 counter	CTSL1 counter	HCV core dimer
O=C(Nc1cc(Cl)ccc1-n1cncn1)c1ccc([N+](=O)[O-])s1	0	3	3	0.5	0.0	-2	1	0	16
N#Cc1ccccc1OCCN1C(=O)c2ccccc2C1=O	-1	-3	3	0.7	0.2	27	3	3	0
C=CCN1C2CCCC1CC(NC(=O)Nc1cc(C)cc(C)c1)C2 (configuration not stated)	0	4	3	-0.5	0.4	-17	-12	2	1
c1ccc(N2CCN(c3cnccn3)CC2)nc1	2	-1	-6	0.6	-0.1	-13	4	1	-7
Cc1cc(C)c(C(=O)N2CCCC(N3CCN(c4cccc(C(F)(F)F)c4)CC3)C2)o1 (configuration not stated)	1	-2	1	0.2	-0.1	-20	7	6	4
CC(C)(C)c1ccc(OCC(=O)NCc2ccco2)c(Br)c1	0	1	1	2.2	-0.3	10	5	3	5
CCOC(=O)N1CCN(Cc2cc(Cl)c3cccnc3c2O)CC1	11	-2	-8	1.6	0.1	-17	-7	1	-8
Cc1cc(NC(=O)CCC(=O)N(Cc2ccco2)C2(C(=O)NC3CCCCC3)CCN(C)CC2)no1	-3	1	-1	1.6	0.0	-7	0	1	-2
CN(C)S(=O)(=O)c1ccc(C(=O)NCc2nnc(SCC(=O)N3CCCCCC3)o2)cc1	-3	1	3	2.7	0.1	5	2	6	-11
O=C(CCCC(=O)Nc1cccc(Br)c1)N/N=C/c1cc([N+](=O)[O-])ccc1O	16*	3	-10	-0.1	0.2	-1	-9	5	-7
O=C(NC1CCCC1)C(c1ccccc1F)N(C(=O)Cc1cccs1)c1ccc2c(c1)OCCO2 (configuration not stated)	1	2	7	4.5	0.1	-4	-3	-2	14
COc1c(C)cc(Br)cc1C(=O)NC(=S)NCc1ccco1	-3	-1	-4	4.0	-0.1	0	6	0	-20

Complete entries as entered above. Order of screens: PP1 inh	TPT1 inh	proCasp3 act	PP5 inh	Efflux pump inh	GASC-1 inh	procasp7 counter	CTSL1 counter	HCV core dimer
CCOC(=O)N1CCN(Cc2cc(Cl)c3cccnc3c2O)CC1 as listed: 11	-2	-8	1.6	0.1	-17	-7	1	-8
COc1c(C)cc(Br)cc1C(=O)NC(=S)NCc1ccco1 as listed: -3	-1	-4	4.0	-0.1	0	6	0	-20
C=CCN1C2CCCC1CC(NC(=O)Nc1cc(C)cc(C)c1)C2 (configuration not stated) as listed: 0	4	3	-0.5	0.4	-17	-12	2	1
N#Cc1ccccc1OCCN1C(=O)c2ccccc2C1=O as listed: -1	-3	3	0.7	0.2	27	3	3	0
O=C(CCCC(=O)Nc1cccc(Br)c1)N/N=C/c1cc([N+](=O)[O-])ccc1O as listed: 16*	3	-10	-0.1	0.2	-1	-9	5	-7

Following part.
SMILES	PP1 inh	TPT1 inh	proCasp3 act	PP5 inh	Efflux pump inh	GASC-1 inh	procasp7 counter	CTSL1 counter	HCV core dimer
CCC(=O)N1c2ccccc2[C@@H](N(C(C)=O)c2ccccc2)C[C@H]1C	3	-5	-3	-1.3	0.0	3	11	2	2
COc1ccc(-n2c(=O)c3ccccc3c3ccccc3c2=O)c(OC)c1	2	-2	0	2.2	0.1	-1	-9	0	2
COc1ccc(Br)c2oc(SC)cc(=O)c12	2	-3	-3	2.1	-0.1	0	-3	-5	-5
C/C(=N\NC(=O)c1nc2ccccn2c1C)c1ccco1	-3	-4	2	-1.7	-0.1	-4	12	4	-7
CC(=O)NC(=C(Cl)Cl)S(=O)(=O)c1ccccc1	-9	1	2	-3.5	0.0	0	4	0	4
O=C(Nc1nccs1)C1CC=CCC1C(=O)OCC(F)(F)C(F)F (configuration not stated)	0	.	1	2.9	0.6	6	-4	.	.
O=C(CSc1nc(-c2cccs2)cc(C(F)(F)F)n1)NCc1ccco1	-2	3	4	2.0	-0.1	5&-6	0	0	3
Cc1ccc(NC(=O)C(C)Sc2nnc(C)n2C)cc1 (configuration not stated)	0	2	5	3.2	0.1	-7	-2	2	2
CCCC(=O)Nc1c2c(nn1-c1ccc(F)cc1)CS(=O)(=O)C2	-3	0	4	-2.8	-0.1	6	5	-1	3
Cc1ccc(CNC(=O)[C@H](C)NC(=O)C2CCN(C(=O)[C@@H]3CCCN3C(=O)OC(C)(C)C)CC2)cc1	-3	-3	4	2.1	0.0	.	6	-6	-1
O=C(CN1CCOCC1)Nc1ccc(NC(=O)CN2CCOCC2)c(Cl)c1	-3	2	9	1.6	-0.1	18	0	-2	-5
Cc1nc(NC(=O)CN2CCCCC2)sc1C(=O)N(C)C	-3	1	-1	-1.7	-0.1	-11	4	-1	-10
CCOc1ccc(C(c2nnnn2Cc2ccccc2)N2CCN(C(=O)c3ccco3)CC2)cc1 (configuration not stated)	-2	1	-2	-0.7	0.4	-7	-1	1	6
O=C(O)c1ccc(Cn2cnc3cccnc32)cc1	-1	-8	-5	0.3	-0.2	2	-7	2	6
CC(C)C(=O)NS(=O)(=O)c1ccc(N)cc1	2	-2	3	-1.5	-0.2	-2	0	0	-4
CCOC(=O)CC(=O)N/N=C/c1c(N)n(C)c(=O)n(C)c1=O	-1	1	5	0.8	-0.1	14	5	0	-5
CC(C(=O)N1CCOCC1)N1C(=O)c2cccc3cccc(c23)C1=O (configuration not stated)	-2	-1	-3	0.9	0.0	-7	-3	3	4
CC(C)C(c1nnnn1C1CCCCC1)N1CCN(c2ncccn2)CC1 (configuration not stated)	3	0	11	-0.9	-0.1	8	1	3	-1
O=C(c1ccc2nccnc2c1)N1CCN(c2cccc(C(F)(F)F)c2)CC1	4	.	4	3.1	0.4	6	-6	.	.
COc1cccc(/C=N/Nc2ccc(S(=O)(=O)O)cc2)c1O	2	0	2	0.3	0.0	0	-9	0	1
Cc1ccc(OC(=O)c2ccc(N3CCOCC3)c([N+](=O)[O-])c2)cc1	2	1	6	2.2	0.0	2	-4	1	-1
COc1ccccc1Oc1c(C)oc2c(CN3CCN(CCO)CC3)c(O)ccc2c1=O	1	-79	-4	2.7	0.0	4	3	4	8
CCCCn1c(SCC(=O)Nc2nnc(C)s2)nc2c1c(=O)n(C)c(=O)n2C	1	1	2	8.9	0.2	4	1	-1	-5
CC(C)N(Cc1ccccc1)C(=O)COC(=O)c1ccc2ncsc2c1	-1	.	4	1.1	-0.5	14	-3	.	.
Cc1ccc(S(=O)(=O)N2CCN(C(=O)COC(=O)c3cc(C)oc3C)CC2)cc1	0	1	3	-0.6	-0.2	1	1	-1	-8
OC(Cn1cccn1)c1ccccc1 (configuration not stated)	1	-4	1	0.6	-0.2	0	8	-2	0
Brc1ccc2c(c1)C(c1cccs1)=NNC(c1cccnc1)=N2	7	-2	8	1.5	0.0	-6	-4	3	-7
COc1cc(NC(=O)Cc2ccc(OC)c(S(=O)(=O)N3CCOCC3)c2)c(OC)cc1Cl	-2	-1	-2	0.4	0.0	10	-2	1	0
COc1ccc(S(=O)(=O)N2CCN(Cc3ccco3)CC2)cc1	3	-2	7	0.1	0.0	7	-5	2	-12
COc1ccc(N(CC(=O)NCCSc2ccccn2)S(=O)(=O)c2ccccc2)cc1OC	2	-1	-3	-0.2	0.0	-45	-3	-5	2
CCc1cccc2c(C(=O)COC(=O)c3c(C)noc3C)c[nH]c12	1	-1	4	1.7	0.0	-4	0	1	-7
CN(C1CCCCC1)S(=O)(=O)c1ccccc1	-3	1	1	2.9	0.2	-42	-9	-4	0
C/C(=C\CCC1(C)C2CC3C(C2)C31C)C(=O)O (configuration not stated)	-2	-4	2	2.8	-0.1	16	4	1	3
Cc1ccc([N+](=O)[O-])cc1NC(=O)CCc1ccccc1	-3	-5	3	0.8	-0.3	-11	3	-3	0
Cc1ccc(CC(=O)Nc2cccc(S(=O)(=O)N3CCOCC3)c2)cc1	-5	-1	-1	0.2	-0.3	?	-10	-2	6
C=CCN(C1CCCCC1)S(=O)(=O)c1ccc2c(c1)oc(=O)n2C	-3	4	-2	-0.2	0.2	-1	8	2	-1
O=C(NCC(=O)N1CCN(S(=O)(=O)c2cccs2)CC1)c1ccc(Cl)cc1	-5	-2	0	1.3	0.0	5	7	5	5
CSc1nsc(SC)c1NC(=O)Nc1ccccn1	-4	2	-1	0.6	0.6	45	3	-2	2
O=C1CN(C(=O)CSc2nncs2)c2ccccc2N1	-1	1	-5	-2.2	0.0	8	1	-1	-5
CCOc1ccc(NS(=O)(=O)c2ccc(C(=O)NCCN3CCOCC3)cc2)cc1	-4	0	6	1.1	0.0	8	12	1	3
O=C(Nc1nc2ccccc2[nH]1)c1ccccc1[N+](=O)[O-]	-1	-2	4	-0.8	-0.2	-7	8	4	-3
COC(CNC(=O)c1ccc2c(c1)ncn2-c1cccc(F)c1)OC	-1	4	-1	2.2	0.1	-5	14	1	-6
N#C/C(=C\c1ccc(O)c(Br)c1)C(=O)NCc1ccccc1	1	3	-6	3.3	0.0	-8	-8	22*	-3
CCOC(=O)C1=C(C)N=C2SC(C)C(=O)N2C1c1cccc(F)c1 (configuration not stated)	1	2	7	0.0	0.1	2	8	2	3
COCCCNC(=O)Cn1cc(C(=O)c2cccs2)c2ccccc21	1	-2	3	3.0	0.1	-1	-2	2	8
O=C(O)c1cc(/C=C/c2ccc(N3CCOCC3)c([N+](=O)[O-])c2)nc2ccccc12	-2	1	7	3.3	0.6	1	-5	3	-7
CCN(CC)S(=O)(=O)c1ccc(-c2nnc(SCc3nnc(-c4ccc(C)cc4)o3)o2)cc1	0	-7	4	2.9	0.0	14	6	-1	-3
Cc1ccc(-n2ncc3c(=O)n(-c4ccc(C)c(C)c4)c(-c4ccco4)nc32)cc1	8	10	1	5.2	0.0	4	6	-2	28
Cc1cc(C)c(S(=O)(=O)Nc2ccc(OCC(=O)O)cc2)c(C)c1	-4	0	7	3.6	0.0	14	-4	1	6
Cc1ccccc1C(=O)OCC(=O)Nc1cccc(S(=O)(=O)NC2=NCCC2)c1	.	.	1	.	0.0	0	-9	.	.
CCc1nnc(NC(=O)CSc2nnc3c4ccccc4n(C)c3n2)s1	-1	0	1	3.1	0.1	8	-10	0	7

Screening data from PubChem.
